Bioassay records as filed in PubChem BioAssay.
Tb PYK inh = blocks Trypanosoma brucei pyruvate kinase; Q57TT1; TbPYK enzyme, Kinase-Glo Plus ATP luminescence, 45 min; Potency, µM (top dose mostly 76.8 µM), inactives show at the top dose activity, negative = inhibition, usual class: inhibitors; 410,000 tested, 0.12% active; note: potency is the fitted concentration of half-maximal effect; nearly all actives have a fitted effect of over 50% in size
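Readout: single end-point luminescence (Kinase-Glo Plus, 10 min). Reaction conditions were TbPYK/substrate plus 130 uM ADP, 45 min at RT, pH 7.2 TEA buffer. No-enzyme wells served as controls, and data were normalized before concentration-response fitting.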
AmpC detergent = AmpC beta-lactamase inhibition with detergent present | P00811 | Potency, µM (series often up to 114 µM), inactives show at the highest dose activity change, negative = inhibition, usual class: inhibitors | AmpC hydrolysis of nitrocefin, absorbance 480 nm, 0.01% Triton | 370,000 tested, 0.041% active;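 note: potency is the fitted concentration of half-maximal effect; 0% = no-compound wells and -100% = no-enzyme wells; nearly all actives have a fitted effect of over 25% in size; some results filed as inactive show a strong effect at the top dose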
Target sequence (P00811 whole entry, looked up): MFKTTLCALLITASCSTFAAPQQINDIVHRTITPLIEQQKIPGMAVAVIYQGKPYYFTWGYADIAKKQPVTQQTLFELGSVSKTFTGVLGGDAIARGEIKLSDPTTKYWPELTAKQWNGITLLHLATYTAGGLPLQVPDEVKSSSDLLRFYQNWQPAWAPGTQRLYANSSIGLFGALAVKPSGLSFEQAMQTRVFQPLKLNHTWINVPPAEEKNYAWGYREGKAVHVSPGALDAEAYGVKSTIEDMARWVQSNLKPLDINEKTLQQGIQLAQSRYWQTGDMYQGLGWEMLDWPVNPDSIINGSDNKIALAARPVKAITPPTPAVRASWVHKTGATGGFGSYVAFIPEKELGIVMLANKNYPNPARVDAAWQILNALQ
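AmpC (5.3 nM in the dispensed reagent) in 20 mM phosphate pH 7.0 with 0.01% (detergent screen) or 0.0001% Triton X-100 was preincubated with compounds for 15 min at room temperature. Nitrocefin was then added from an 800 uM solution, and hydrolysis was followed at 480 nm.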
Sm TGR inh = S. mansoni TGR enzyme inhibition. Q962Y6. 360,000 tested, 3% active. AID 485364. Potency, µM (titrated, usually from 114 µM), inactives show at the highest dose activity change, negative = inhibition, most hits filed as inhibitors. purified TGR, DTNB reduction, TNB absorbance 405 nm; note: potency is the fitted concentration of half-maximal effect; nearly all actives have a fitted effect of over 60% in size
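Kinetic colorimetric format: TGR-catalysed, NADPH-driven DTNB reduction monitored via TNB absorbance. Enzyme dispensed at 20 nM; compound exposure 15 min at room temperature before reaction start.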
AmpC no deterg = blocks E. coli AmpC beta-lactamase in detergent-free assay; P00811; AmpC nitrocefin hydrolysis, absorbance 480 nm, 0.0001% Triton; Potency, µM (doses to about 57.1 µM), for inactives: at the top dose activity change, negative = inhibition, most hits filed as inhibitors; 330,000 tested, 0.52% active; AID 485341;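 note: potency is the fitted concentration of half-maximal effect; plate controls were no compound for no effect and no enzyme for full effect; nearly all actives have a fitted effect of over 20% in size; some results filed as inactive show a strong effect at the top dose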
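20 mM phosphate pH 7.0 + 0.01% (detergent screen) or 0.0001% Triton X-100; 5.3 nM AmpC reagent; cpd preinc 15 min RT; nitrocefin (800 uM stock) to start; A480 q20 s × 4 min; Activity was normalised to no-enzyme and no-compound control wells.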
AMA1 RON2 block = disrupts binding of P. falciparum AMA1 to RON2. AID 720542. AlphaScreen AMA1-biotinylated RON2 peptide binding. 360,000 tested, 0.2% active. Potency, µM (series often up to 58.2 µM), without a hit: top-dose activity change, negative = inhibition, actives largely listed as inhibitors;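 note: potency is the fitted concentration of half-maximal effect; 0% = vehicle wells and -100% = peptide control; nearly all actives have a fitted effect of over 45% in size; some results filed as inactive show a strong effect at the top dose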
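AMA1 (3D7) with his tag at 25 nM final met compounds first, then biotinylated RON2 peptide at 25 nM; detection used donor plus acceptor beads, 10 µg/mL apiece, read by AlphaScreen after 30 min at room temperature.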
HCMV inh = blocks human cytomegalovirus replication | activity change, negative = inhibition, % at 57.5 µM | HFF cells, HCMV-luciferase reporter, 72 h; active compounds read low | 410,000 tested, 4.5% active | AID 1259415; in the data active = activity change below about -60%; inconclusive = no clear call, values can overlap the other calls; inactive = above about -39%
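Steps: HFFs plated, 16 h 37C; compounds added; HCMV-luciferase added to MOI 1 PFU/cell; 72 h 37C; OneGlo reagent, 5 min room temperature; luminescence read, normalized to controls.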
LmPK inhibitor = inhibitors of Leishmania mexicana pyruvate kinase; Q27686; purified LmPK, Kinase-Glo ATP luminescence, 1 h; Potency, µM (highest dose often 57.5 µM), for inactives: at the top dose activity change, negative = inhibition, actives largely listed as inhibitors; 290,000 tested, 0.37% active; note: potency is the fitted concentration of half-maximal effect
Target sequence (Q27686 whole entry, looked up): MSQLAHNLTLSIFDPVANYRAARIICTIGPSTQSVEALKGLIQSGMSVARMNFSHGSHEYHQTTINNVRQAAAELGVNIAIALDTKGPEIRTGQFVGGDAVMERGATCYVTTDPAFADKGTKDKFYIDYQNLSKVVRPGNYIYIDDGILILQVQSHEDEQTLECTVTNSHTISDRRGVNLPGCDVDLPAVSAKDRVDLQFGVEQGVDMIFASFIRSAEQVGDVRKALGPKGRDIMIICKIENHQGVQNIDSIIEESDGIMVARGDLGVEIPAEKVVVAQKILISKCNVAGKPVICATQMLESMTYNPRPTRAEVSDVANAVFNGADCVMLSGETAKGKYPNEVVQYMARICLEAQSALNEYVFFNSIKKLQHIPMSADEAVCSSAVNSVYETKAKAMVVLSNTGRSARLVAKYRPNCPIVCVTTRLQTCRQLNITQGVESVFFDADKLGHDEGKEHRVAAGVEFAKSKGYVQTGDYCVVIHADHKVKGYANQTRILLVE
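qHTS format; LmPK 0.1 nM; substrates PEP 0.5 mM and ADP 0.1 mM. One-hour room-temperature incubation, then coupled luciferase luminescence; 0.5 nM enzyme wells mark activation.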
Active calls of the source: *; ? = inconclusive; . = no result given; [ ] = remark or other dose. Unless noted, calls come from the whole dose curve; as a rule, active = well fitted curve in the direction sought with a large enough effect; inconclusive = small, poorly fitted or top-dose-only effect, or another doubt; inactive = no such curve, though single readings can be large; an effect the other way counts as inactive or inconclusive. Unless noted, % is set by controls: 0 for no effect and ±100 for the full control effect.

Preview, 6 compounds:
SMILES | Tb PYK inh | AmpC detergent | Sm TGR inh | AmpC no deterg | AMA1 RON2 block | HCMV inh | LmPK inhibitor
CSc1nc2c([nH]1)c(=S)n(C)c(=O)n2C | -1% | . | . | . | 58%[activator] | 152 | .
Cc1cc(/C=N/O)c(C)n1-c1ccc(Br)cc1 | -4% | -1% | -12% | -52% | -16% | -38 | 0%
Brc1cccc(OCCCCN2CCCCC2)c1 | 18% | 0% | 6% | 0% | 7% | -26 | -4%
CCN(CC)S(=O)(=O)c1ccc(Cl)c(NC(=O)COC(=O)c2cc(-c3ccccc3Cl)nc3ccccc23)c1 | -7% | -2% | 5% | ? | -4% | -22 | 2%
CCn1c(CCNC(=O)c2ccc(Cl)cc2Cl)n[nH]c1=S | ? | -12% | 14% | -34% | -3% | 5 | 2%
CC(C)C(=O)Nc1cccc2nsnc12 | -6% | ? | -21% | -10% | 0% | -21 | -2%

The listing, previewed entries included:
SMILES | Tb PYK inh | AmpC detergent | Sm TGR inh | AmpC no deterg | AMA1 RON2 block | HCMV inh | LmPK inhibitor
CSc1nc2c([nH]1)c(=S)n(C)c(=O)n2C | -1% | . | . | . | 58%[activator] | 152 | .
Cc1cc(/C=N/O)c(C)n1-c1ccc(Br)cc1 | -4% | -1% | -12% | -52% | -16% | -38 | 0%
Brc1cccc(OCCCCN2CCCCC2)c1 | 18% | 0% | 6% | 0% | 7% | -26 | -4%
CCN(CC)S(=O)(=O)c1ccc(Cl)c(NC(=O)COC(=O)c2cc(-c3ccccc3Cl)nc3ccccc23)c1 | -7% | -2% | 5% | ? | -4% | -22 | 2%
CCn1c(CCNC(=O)c2ccc(Cl)cc2Cl)n[nH]c1=S | ? | -12% | 14% | -34% | -3% | 5 | 2%
CC(C)C(=O)Nc1cccc2nsnc12 | -6% | ? | -21% | -10% | 0% | -21 | -2%
COCCn1c(=O)[nH]c(=O)c2c(C(F)(F)F)cc(-c3cccs3)nc21 | 1% | -10% | 6% | -14% | 7% | 51 | -2%
C#CCOCCOCCOCCNc1nc(N2CCN(C(=O)C([C@@H](C)O)n3cc([C@@H](N)CCCCN)nn3)CC2)nc(N2CCN(C(=O)[C@H](CCC(=O)O)n3cc([C@@H](N)CCCCN)nn3)CC2)n1 (stereo not given in full) | 8% | . | . | 1% | 1% | -5 | .
CCNc1nc(NCC)n2c(SCC(=O)N(CC)C3CCCCC3)nnc2n1 | -1% | -8% | -10% | 4% | -11% | 6 | -1%
O=C(O)CCC1(CCC(=O)O)CCCC(CCC(=O)O)(CCC(=O)O)C1=O | 8% | . | . | . | -15% | -25 | .
Cc1sc2ncn(CC(=O)N3CCN(c4ccccc4)CC3)c(=O)c2c1S(=O)(=O)N1CCC(C)CC1 | 1% | -7% | -10% | . | . | -5 | .
O=C(/C=C/c1ccc(F)cc1)NC(=S)Nc1ccccc1 | 17% | -2% | -35% | -13% | 0% | -8 | 2%
COc1cc(/C=C/c2nc(C#N)c(N3CCC(C)CC3)o2)cc(OC)c1OC | 1% | 1% | -13% | . | . | 11 | .
O=C(CSc1ccccc1C(=O)NCc1ccccc1)NC1CCCCCCC1 | -2% | 2% | 6% | -18% | 2% | -19 | 1%
C[C@H](NC(=O)c1nc[nH]c1C(=O)N[C@@H](CCCCNC(=O)OC(C)(C)C)C(=O)OC(C)(C)C)c1ccccc1 | 2% | -3% | -21% | 93%[activator] | 125%[activator] | -37 | 1%
O=C(COc1ccccc1[N+](=O)[O-])NCC1(N2CCCCC2)CCCCC1 | 4% | -1% | 0% | -20% | -11% | -12 | .
CC1(C(=O)Nc2ccccc2)Cc2c(-c3ccc4c(c3)OCO4)ccnc2O1 (stereo not given) | -10% | . | . | . | 3% | -23 | .
COc1ccc(C(=O)N2CCN(c3ncccn3)CC2)cc1[N+](=O)[O-] | -2% | 1% | -18% | -10% | 6% | -15 | 1%
COc1cc(C2=NOC(C(=O)Nc3cc(C)on3)C2)cc(OC)c1OC (stereo not given) | -1% | -7% | 1% | -14% | -1% | 15 | -2%
COc1cc2ccccc2cc1C(=O)Nc1ccc(Cl)cn1 | -3% | ? | -9% | -21% | 2% | 93 | 19%
COc1cc(-c2nnc(SCC(=O)Oc3ccc(C)cc3C)o2)cc(OC)c1OC | -4% | -2% | 2% | . | . | 2 | .
CC(C)[C@H](NC(=O)c1ccccc1)C(=O)OCC(=O)Nc1ccc(S(=O)(=O)N2CCOCC2)cc1 | -11% | . | . | -12% | 14% | -36 | .
CC(C)C[C@H](NC(=O)c1nc[nH]c1C(=O)NCc1ccc(CNC(=O)OC(C)(C)C)cc1)C(=O)OC(C)(C)C | -9% | ? | -23% | 39% | 115%[activator] | 42 | 0%
O=C(NCc1ccccc1CN1CCCC1)C1CCN(C(=O)c2ccc(Cl)cc2)CC1 | 1% | . | . | . | -3% | -11 | .
CCOc1ccccc1OCC(=O)OCC(=O)NNC(=O)c1ccc([N+](=O)[O-])cc1 | 6% | 0% | 4% | -6% | 41%[activator] | 27 | -4%
S=C(NN=C(C1CC1)C1CC1)Nc1ccccc1 | -6% | ? | -6% | -7% | 17% | ? | 3%
Cc1c(Br)c(C(F)(F)F)nn1CC(=O)NCc1ccco1 | -11% | 0% | -16% | -7% | -14% | -20 | 8%
CCCN(c1ccccc1CC)S(=O)(=O)c1ccc2c(c1)CC(C)N2C(=O)C1CC1 (stereo not given) | 1% | 4% | 4% | . | . | -93* | .
COCCCn1cc(CN2CC(N3CCN(C4CCN(C)CC4)CC3)CS2(=O)=O)nn1 (stereo not given) | 2% | . | . | . | 5% | -16 | .
COC(=O)C1=C(C(=O)OC)C(c2cc(Cl)ccc2O)c2sc(=O)[nH]c2S1 (stereo not given) | -20% | -1% | 40µM* | -45% | -5% | . | 1%
Cc1ccc(S(=O)(=O)Cc2ccc(C(=O)O)o2)cc1 | 5% | 2% | 22µM* | -20% | 10% | 35 | 25%
COc1ccc(C(CNC(=O)CCNS(=O)(=O)c2ccc(Br)cc2)N2CCCC2)cc1 (stereo not given) | 1% | 0% | -8% | 21% | 19% | -23 | .
C/C(Cc1nnn(-c2cc(C)on2)n1)=N\O | -4% | -10% | 18% | -12% | 20% | -34 | -3%
COC(=O)c1ccc2c(c1)N(Cc1ccc(Cl)cc1)C(=O)c1ccccc1S2 | -2% | -1% | 2% | . | . | 2 | .
C=C(C)c1cccc(C(C)(C)NC(=O)Nc2cccnc2)c1 | 3% | ? | -19% | -36% | 2% | -9 | -2%
COc1ccc(/C=N/NC(=O)CN(C2=NS(=O)(=O)c3ccccc32)c2ccccc2)cc1 | -11% | 0% | 2% | -5% | 23% | -1 | 1%
COc1ccc2c(c1)c1c(c(=O)n(CCc3ccccc3)c(=O)n1Cc1cccc(F)c1)n2C | 5% | 17% | 9% | . | . | 38 | .
Cc1ccc(-n2nc(C(=O)N3CCN(c4cc(Cl)ccc4C)CC3)c(=O)n(C)c2=O)cc1 | -8% | 3% | 8% | . | . | 22 | .
CCCN1CCC(NC(=S)Nc2ccc(C(=O)OCC)cc2)CC1 | 0% | -14% | -8% | -19% | 16% | -30 | -1%
O=C(NCCc1ccc(Cl)cc1)C1CC(=O)N(CCc2ccccc2)C1 (stereo not given) | 0% | -4% | 4% | 56% | -7% | 11 | 3%
CN(c1cccc(Cl)c1)S(=O)(=O)c1cccc(C(=O)Nc2ccc3c(c2)CCC3)c1 | 5% | 2% | 7% | -38% | -4% | -87* | -1%
COc1ccc(-c2cn[nH]c2-c2ccc(OCc3ccccc3)cc2O)cc1 | -2% | 9% | 10% | -40% | 64%[activator] | -71* | 4%
CCOc1ccc(-c2c(C(=O)N/N=C/c3ccco3)nnn2-c2nonc2N)cc1 | 1% | 8% | 2% | -4% | 81%[activator] | -2 | 8%
CC(=O)Nc1ccc2nc(NC(=O)c3cccnc3)sc2c1 | 6% | 10% | -15% | -14% | -3% | 48 | -9%
CC1CCCC(NC(=O)COC(=O)c2ccc([N+](=O)[O-])s2)C1C (stereo not given) | 2% | . | . | -20% | -3% | 0 | .
CC(C)C(=O)Nc1ccc(NC(=O)c2ccco2)cn1 | -3% | ? | -22% | -10% | 9% | 42 | -1%
COC(=O)[C@@H]1CC[C@@](C)(c2ccc(OC)cc2)C1(C)C | 0% | ? | 1% | -5% | 39%[activator] | -25 | .
COc1cc(C(=O)Nc2ccc(S(=O)(=O)Nc3cnc4ccccc4n3)cc2)cc(OC)c1OC | 0% | -2% | -8% | -6% | -1% | -1 | 3%
CC(C)N1CCC(N2CCN(C3CCCCC3)CC2CCO)CC1 (stereo not given) | -4% | 6% | ? | -17% | 23% | ? | -3%
Cc1ccc(C(=O)N2CCN(c3ccccc3)CC2)cc1S(=O)(=O)N1CCCC1 | -4% | -13% | 0% | 60%[activator] | -15% | ? | -7%
O=C(COC(=O)c1ccccc1O)Nc1cccc(S(=O)(=O)NC2=NCCCCC2)c1 | 4% | 2% | 4% | -40% | -1% | 0 | 0%
Cc1cc(C)c(S(=O)(=O)NCC2CCC(C(=O)N3CCC4(CC3)OCCO4)CC2)c(C)c1 (stereo not given) | 0% | -13% | -2% | 167%[activator] | -8% | -18 | -1%
Nc1nnc(SC2CC(=O)N(c3ccccc3)C2=O)s1 (stereo not given) | -10% | ? | 2.5µM* | -40% | 37%[activator] | -10 | 14%
CCOC(=O)C1CCCN(C(=O)C(=O)c2cn(CC(=O)N3CCOCC3)c3ccccc23)C1 (stereo not given) | 1% | 3% | 6% | 48% | 7% | -7 | 0%
CCc1cc2cc(C(=O)N3CCN(c4ccccc4)CC3)sc2s1 | -4% | 2% | -5% | -25% | 20% | -15 | 0%
CCc1ccc(S(=O)(=O)NCc2csc(C)n2)s1 | 4% | 2% | 0% | -14% | 10% | -13 | 0%
Cc1cc(C(=O)CSc2nnc(-c3ccc(Cl)cc3)n2C)c(C)n1CC1CCCO1 (stereo not given) | 1% | -9% | 4% | 17% | -1% | 27 | -2%
O=C(C1CCCN(S(=O)(=O)c2ccc(Br)s2)C1)N1CCN(c2ccccc2F)CC1 (stereo not given) | -1% | 11% | -1% | . | . | 7 | .
CSc1nc(-c2ccccc2)nc(NC(=O)C(C)C)c1C(C)=O | -3% | 2% | -4% | -21% | -1% | 11 | 10%
